Screening results: PubChem, Broad Institute
C diff growth = blocks growth of Clostridium difficile; AID 1259249; hit rate 0.25% among 86,000; growth activity, negative = inhibition, % at 16 µg/mL (by protocol); Clostridium difficile clinical isolate growth, OD600, 24 h; active compounds read low;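 active = mean growth activity at or below -80% and every replicate also at or below -80%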;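 also: 0% = DMSO wells and -100% = levofloxacin 16 µg/mL wells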
T cruzi growth = blocks T. cruzi growth in NIH3T3 culture; T. cruzi beta-gal in NIH3T3, GalScreen luminescence, 90 h; AID 624255; inhibition, % at 8.34 µM; hit rate 5.9% among 77,000;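 active = mean inhibition above about 93%, with at least 55% of replicates each passing it, limit read from the data, passing the limit was not always enough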
Pf Dd2 inh = P. falciparum Dd2 growth inhibition. SYBR Green, 72 h; active compounds read low. activity change, % at 10 µM. hit rate 2.3% among 94,000. AID 1159554; in the data active = activity change below about -80%
GASC1 inh = inhibitors of human demethylase GASC-1 KDM4C | inhibition, % at 12.5 µM | GST-KDM4C 2-372, H3K9me3 peptide, LANCE TR-FRET | AID 720574 | hit rate 0.15% among 96,000;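 active = mean replicate inhibition above about 25%, with at least 55% of replicates also reaching it, limit read from the data, passing the limit was not always enough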
Target sequence (Q9H3R0 2-372 limits assumed): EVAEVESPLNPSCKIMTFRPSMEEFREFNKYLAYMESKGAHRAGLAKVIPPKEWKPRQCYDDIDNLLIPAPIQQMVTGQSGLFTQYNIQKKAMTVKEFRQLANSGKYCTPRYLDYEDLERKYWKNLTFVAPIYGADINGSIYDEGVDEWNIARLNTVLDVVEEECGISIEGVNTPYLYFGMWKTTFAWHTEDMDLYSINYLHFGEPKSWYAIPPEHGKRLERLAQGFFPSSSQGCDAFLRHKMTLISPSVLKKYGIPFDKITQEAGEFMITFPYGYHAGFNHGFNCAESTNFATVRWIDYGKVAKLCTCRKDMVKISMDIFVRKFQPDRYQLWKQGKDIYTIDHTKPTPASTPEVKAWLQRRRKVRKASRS
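material = GST-tagged GASC-1 (JMJD2C) catalytic fragment, aa 2-372 | amount = enzyme final amount 10 nM | medium = HEPES buffer, pH 7.5, plus ascorbate | also added = H3K9me3 peptide substrate, Fe(II), 2-oxoglutarate | dosing = single dose | times = 30 min demethylation and 1 h detection at room temperature | detection = LANCE TR-FRET | read-out basis = Fall in 671/618 emission ratio as inhibition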
* hit, by the source's call; . = no result given. Rows were taken by chance; overall some 7.2% were active at least once.

mol | Pf Dd2 inh | T cruzi growth | GASC1 inh | C diff growth
C[C@H](CO)N1C[C@H](C)[C@@H](CN(C)S(=O)(=O)c2ccc(F)cc2)Oc2ccc(NC(=O)Nc3ccc4c(c3)OCO4)cc2CC1=O | -23.2 | -154.2 | -0.8 | -4.0
C[C@H](CO)N1C[C@H](C)[C@@H](CN(C)C(=O)NC2CCCCC2)Oc2ccc(NS(=O)(=O)c3ccc(Cl)cc3)cc2CC1=O | 0.4 | . | 0.5 | 3.8
CN1C(=O)c2cc(NC(=O)c3cccc(C(F)(F)F)c3)ccc2OC[C@H]2O[C@H](CC(=O)NCCN3CCCC3)CC[C@H]21 | -22.0 | 0.4 | -0.5 | -5.2
C[C@@H]1CN([C@H](C)CO)S(=O)(=O)c2ccc(C#CC3CC3)cc2O[C@@H]1CN(C)Cc1cccnc1 | -32.3 | . | -2.5 | 4.4
CO[C@H]1CN(C)C(=O)c2ccc(NC(C)=O)cc2OC[C@@H](C)N(C(=O)c2ccccn2)C[C@H]1C | -1.8 | -9.5 | 2.4 | .
O=C(C[C@H]1C[C@H]2c3cc(NC(=O)Nc4ccccc4F)ccc3O[C@H]2[C@H](CO)O1)NCc1ccccn1 | 4.9 | . | -0.5 | -7.4
CC(C)NC(=O)Nc1ccc2c(c1)C(=O)N([C@@H](C)CO)C[C@@H](C)[C@H](CN(C)S(=O)(=O)c1ccc(F)cc1)O2 | 3.1 | 7.8 | 0.8 | -3.0
CN(C)C(=O)c1cccc(-c2ccccc2[C@H]2[C@@H](C#N)N(C(=O)C3CCC3)[C@@H]2CO)c1 | 7.4 | . | 0.9 | -0.2
Cc1ccc(S(=O)(=O)NCC[C@@H]2CC[C@H](NC(=O)c3ccccn3)[C@H](CO)O2)cc1 | 12.5 | 50.6 | -0.1 | 0.2
Cc1noc(C)c1S(=O)(=O)Nc1ccc2c(c1)C(=O)N([C@@H](C)CO)C[C@H](C)[C@@H](CN(C)C(=O)Nc1ccc(C(F)(F)F)cc1)O2 | 9.2 | 24.8 | -0.4 | 7.6
C[C@@H]1CN([C@H](C)CO)C(=O)Cc2cc(NS(C)(=O)=O)ccc2O[C@@H]1CN(C)C | 0.1 | -7.1 | 1.2 | -3.3
CCC(=O)N1CC(=O)N2[C@H](C1)[C@H](c1ccc(C#CC3CCCC3)cc1)[C@@H]2CO | -21.4 | . | 0.0 | -5.6
CC(C)NC(=O)Nc1ccc2c(c1)C(=O)N([C@@H](C)CO)C[C@H](C)[C@H](CN(C)C)OCCCC[C@@H](C)O2 | 30.4 | 42.5 | 0.0 | 16.5
CO[C@H]1CN(C)C(=O)c2cc(NC(=O)NC(C)C)ccc2OC[C@@H](C)N(Cc2cncnc2)C[C@@H]1C | 26.1 | 0.8 | 0.7 | -5.4
C[C@@H]1CN([C@H](C)CO)C(=O)c2cccc(NC(=O)Nc3ccccc3)c2O[C@@H]1CN(C)C(=O)Nc1ccc(F)cc1 | -46.6 | 60.9 | -1.9 | -10.2
CO[C@@H]1CN(C)C(=O)c2ccc(NC(=O)c3ccccc3F)cc2OC[C@H](C)N(C(=O)c2ccccc2F)C[C@@H]1C | -40.8 | -28.7 | -1.0 | .
CNC[C@H]1OCc2ccccc2-c2ccccc2C(=O)N([C@H](C)CO)C[C@H]1C | -3.1 | . | 9.7 | -0.8
C[C@H](CO)N1C[C@H](C)[C@H](CN(C)Cc2ccc(Oc3ccccc3)cc2)Oc2ccc(NC(=O)Nc3ccc(F)cc3)cc2CC1=O | -8.0 | 72.7 | 5.3 | 37.2
COc1ccc2c3c(n(C)c2c1)[C@H](CO)NCC31CN(Cc2ccc(-c3ccccn3)cc2)C1 | -88.1* | . | -0.7 | 6.4
C[C@@H]1CN([C@@H](C)CO)C(=O)c2cc(C#CC3CC3)cnc2O[C@H]1CN(C)C(=O)c1ccccc1 | -31.0 | 7.2 | 4.2 | -1.2
C[C@@H]1CN([C@H](C)CO)C(=O)c2cccc(NC(=O)c3nc4ccccc4s3)c2O[C@@H]1CN(C)C(=O)Nc1ccc(C(F)(F)F)cc1 | -65.2 | 79.8 | -1.4 | 4.8
COc1ccc(S(=O)(=O)Nc2ccc3c(c2)C(=O)N([C@H](C)CO)C[C@H](C)[C@@H](CN(C)Cc2ccc(C(=O)Nc4ccccc4N)cc2)O3)cc1 | -78.7 | . | 0.8 | 4.8
CC=Cc1ccc2n(c1=O)C[C@H]1[C@H](CO)[C@@H](C(=O)NCCC)[C@@H]2N1Cc1ccccc1 (mixture of isomers) | 13.3 | 24.6 | 2.1 | 5.2
O=C(N[C@H]1C=C[C@@H](CC(=O)N2CCOCC2)O[C@@H]1CO)c1ccc2c(c1)OCO2 | 7.1 | -16.2 | 0.5 | 2.8
Cc1ccc(S(=O)(=O)Nc2ccc3c(c2)C(=O)N([C@H](C)CO)C[C@@H](C)[C@@H](CN(C)C(=O)CCCN(C)C)OCCCC[C@@H](C)O3)cc1 | -20.6 | 73.8 | 1.2 | .
Cc1noc(C)c1S(=O)(=O)Nc1ccc2c(c1)C(=O)N([C@H](C)CO)C[C@@H](C)[C@H](CN(C)C(=O)Nc1ccc(C(F)(F)F)cc1)O2 | 3.2 | 28.0 | -1.4 | 5.1
O=C(Nc1ccccc1F)N1CCCCN2[C@H](CO)[C@@H](c3ccc(C#Cc4ccccc4)cc3)[C@@H]2C1 | -34.4 | 94.1 | -2.3 | -2.4
CO[C@H]1CN(C)C(=O)c2cc(NC(=O)c3cnccn3)ccc2OC[C@@H](C)N(C(=O)C2CC2)C[C@H]1C | -2.3 | 21.2 | 1.0 | -0.5
COc1cccc(NC(=O)N2CC[C@@H]3[C@H]2c2cc(-c4cccc(OC)c4)ccc2N(C)[C@H]3CO)c1 | -27.4 | . | -3.4 | -2.5
COc1cccc(-c2ccc3c(c2)[C@H]2[C@H](CCN2C(=O)c2ccc(F)cc2)[C@@H](CO)N3)c1 | -14.4 | 32.4 | 0.1 | 3.6
Cc1ccc(S(=O)(=O)NCC[C@@H]2CC[C@H](NC(=O)CC3CC3)[C@@H](CO)O2)cc1 | 10.1 | -25.7 | 38.6* | .
CCc1cnc(N2[C@H](C#N)[C@@H](c3ccc(C4=CCCCC4)cc3)[C@H]2CO)s1 | -8.1 | 81.5 | 1.5 | 8.2
C/C=C/c1cnc2c(c1)C(=O)N([C@H](C)CO)C[C@@H](C)[C@H](CN(C)C(=O)Nc1ccc(OC)cc1)O2 | 0.4 | -0.5 | 2.0 | 0.1
OC[C@@H]1[C@@H](c2ccc(-c3cccnc3)cc2)[C@@H]2CN(CC3CC3)CCCCN12 | -58.5 | 71.6 | -0.6 | 0.8
COc1ccc2c3c([nH]c2c1)[C@@H](CO)N(C)CC31CCN(C(=O)c2ccccc2F)CC1 | -41.1 | . | -1.9 | 11.3
O=C(c1ccc(F)cc1)N1CC[C@@H]2[C@H]1c1cc(C#Cc3ccc(F)cc3)ccc1N[C@@H]2CO | -37.1 | 60.9 | -2.1 | -2.7
CCCNC(=O)N1[C@H](CO)[C@H]2c3ccccc3N(C(=O)NC(C)C)C[C@H]21 | -47.2 | -3.3 | 2.1 | 5.6
CN1C(=O)c2cc(NC(=O)c3ccc(F)c(F)c3)ccc2OC[C@@H]2O[C@H](CC(=O)O)CC[C@@H]21 | 14.9 | 15.9 | 0.6 | 4.6
OC[C@H]1CC[C@@H]2O[C@H](CCc3ccc(C#Cc4ccccc4)cc3)[C@@H](n3cc(-c4ccccc4)nn3)C[C@@H]2O1 | -68.7 | . | . | 3.4
CCC(=O)N(C)C[C@@H]1Oc2cc(C#CCC3CCCC3)ccc2S(=O)(=O)N([C@@H](C)CO)C[C@H]1C | -55.9 | 128.8* | -5.6 | -12.3
COc1ccc(S(=O)(=O)N2CCCCN3[C@@H](CO)[C@H](c4ccc(C#CC(C)C)cc4)[C@@H]3C2)cc1 | -31.6 | 103.6* | 1.6 | 25.6
C[C@@H]1CCCCO[C@H](CN(C)C(=O)NC2CCCCC2)[C@H](C)CN([C@H](C)CO)C(=O)c2cc(NC(=O)c3ccncc3)ccc2O1 | -39.5 | 34.1 | 0.3 | -3.7
C[C@H](CO)N1C[C@H](C)[C@H](CN(C)C(=O)Nc2ccc3c(c2)OCO3)Oc2ncccc2C1=O | 25.8 | -60.1 | -0.6 | 1.3
C[C@@H]1CN([C@@H](C)CO)C(=O)c2cc(NC(=O)c3ccncc3)ccc2O[C@@H](C)CCCCO[C@H]1CN(C)C(=O)Nc1ccc(C(F)(F)F)cc1 | -32.3 | 65.8 | -3.1 | 8.8
C[C@H]1CN([C@@H](C)CO)S(=O)(=O)c2ccc(C#CCN(C)C)cc2O[C@@H]1CN(C)Cc1ccccc1 | -43.6 | 108.3* | 4.9 | -0.5

Whole records as entered above. Values in the order: Pf Dd2 inh	T cruzi growth	GASC1 inh	C diff growth
C[C@H]1CN([C@@H](C)CO)S(=O)(=O)c2ccc(C#CCN(C)C)cc2O[C@@H]1CN(C)Cc1ccccc1 in the list: -43.6	108.3*	4.9	-0.5
CCc1cnc(N2[C@H](C#N)[C@@H](c3ccc(C4=CCCCC4)cc3)[C@H]2CO)s1 in the list: -8.1	81.5	1.5	8.2
C[C@@H]1CN([C@@H](C)CO)C(=O)c2cc(NC(=O)c3ccncc3)ccc2O[C@@H](C)CCCCO[C@H]1CN(C)C(=O)Nc1ccc(C(F)(F)F)cc1 in the list: -32.3	65.8	-3.1	8.8
CCCNC(=O)N1[C@H](CO)[C@H]2c3ccccc3N(C(=O)NC(C)C)C[C@H]21 in the list: -47.2	-3.3	2.1	5.6
OC[C@H]1CC[C@@H]2O[C@H](CCc3ccc(C#Cc4ccccc4)cc3)[C@@H](n3cc(-c4ccccc4)nn3)C[C@@H]2O1 in the list: -68.7	.	.	3.4

The listing continues:
mol | Pf Dd2 inh | T cruzi growth | GASC1 inh | C diff growth
COc1ccc(-c2cnc3c(c2)C(=O)N([C@H](C)CO)C[C@@H](C)[C@@H](CN(C)Cc2ccccc2)O3)cc1 | -5.1 | 35.9 | -1.5 | -4.0
O=C(C[C@H]1CC[C@H]2[C@@H](COC[C@@H](O)CN2Cc2ccc3c(c2)OCO3)O1)N1CCOCC1 | 6.3 | 31.1 | 1.1 | .
C/C=C/c1ccc2c(c1)O[C@H](CN(C)C(=O)c1cccc(F)c1)[C@H](C)CN([C@@H](C)CO)S2(=O)=O | -12.9 | 73.0 | 0.1 | -1.9
C[C@@H]1CN([C@@H](C)CO)S(=O)(=O)c2ccc(C#CC3CC3)cc2O[C@@H]1CN(C)C(=O)Nc1cc(F)ccc1F | -13.7 | 103.4* | -3.0 | .
O=C(C1CCCC1)N1CCCCN2[C@H](C1)[C@@H](c1ccc(C#CC3CC3)cc1)[C@@H]2CO | 28.4 | 84.4 | . | -11.4
C[C@@H]1CN([C@@H](C)CO)C(=O)Cc2cc(NS(C)(=O)=O)ccc2O[C@H]1CN(C)Cc1ccc(Cl)c(Cl)c1 | -3.5 | -65.0 | -0.5 | 8.4
C/C=C/c1cnc2c(c1)C(=O)N([C@@H](C)CO)C[C@@H](C)[C@@H](CN(C)S(=O)(=O)c1ccc(OC)cc1)O2 | 3.0 | 19.7 | -2.7 | -0.7
C[C@@H]1CCCCO[C@H](CN(C)C(=O)Nc2ccc(C(F)(F)F)cc2)[C@H](C)CN([C@@H](C)CO)C(=O)c2cc(NC(=O)C3CCCCC3)ccc2O1 | -83.2* | 94.1 | 0.0 | 4.4
C[C@@H]1CN([C@H](C)CO)C(=O)c2cc(NS(=O)(=O)c3ccc(Cl)cc3)ccc2O[C@@H](C)CCCCO[C@@H]1CN(C)Cc1ccc(C(F)(F)F)cc1 | -62.0 | 90.0 | -0.9 | 14.2
CCCNC(=O)C[C@@H]1CC[C@@H]2[C@@H](COc3ccc(NC(=O)CCC)cc3C(=O)N2C)O1 | -0.9 | 19.6 | 0.7 | 1.2
Cc1noc(C)c1S(=O)(=O)Nc1ccc2c(c1)C(=O)N([C@H](C)CO)C[C@H](C)[C@@H](CN(C)S(=O)(=O)c1ccccc1)O2 | 2.7 | -230.5 | -0.4 | .
CO[C@H]1CC[C@H]2CCOc3ccc(C#N)cc3C(=O)N(C)[C@@H](C)C(=O)N(C)C[C@H]1O2 | . | -1.7 | 1.7 | -3.0
COc1ccc(CN(C)C[C@@H]2OCCCC[C@H](C)Oc3ccc(NC(=O)Nc4c(C)noc4C)cc3C(=O)N([C@H](C)CO)C[C@H]2C)cc1 | 3.1 | 6.6 | 2.4 | -0.2
O=C(CN1CCOCC1)N1CCCCN2[C@@H](CO)[C@@H](c3ccc(C#Cc4ccccc4F)cc3)[C@@H]2C1 | 6.6 | 107.1* | -1.1 | 4.0
C[C@H](CO)N1C[C@H](C)[C@H](CN(C)C(=O)c2ccccc2)OCCCC[C@H](C)Oc2ccc(NC(=O)Nc3cccc4ccccc34)cc2C1=O | 16.6 | 41.6 | -0.5 | -7.6
C[C@@H]1CN([C@H](C)CO)C(=O)Cc2cc(NS(=O)(=O)c3cn(C)cn3)ccc2O[C@@H]1CN(C)Cc1ccc(C(=O)Nc2ccccc2N)cc1 | -4.2 | . | 2.9 | 1.0
C[C@H](O)C#Cc1ccc2c(c1)O[C@H](CN(C)Cc1ccccc1)[C@H](C)CN([C@H](C)CO)S2(=O)=O | -8.8 | -117.5 | . | 4.1
COc1ccc(NC(=O)N2C[C@H](O)COC[C@H]3O[C@H](CC(=O)NC4Cc5ccccc5C4)CC[C@@H]32)cc1 | 0.0 | 22.3 | 1.6 | .
